NCI-60 one-dose screen, 48 h, at 10 µM unless noted. Numbers give growth in % (100 = growth as untreated, 0 = no growth, -100 = all killed).
BT-549: BT-549 breast cancer | 78,000 compounds, 4.4% hits
T-47D: T-47D breast cancer; 79,000 compounds, 5% hits
MDA-MB-231: MDA-MB-231 breast cancer | 81,000 compounds, 5% hits
MDA-MB-468: MDA-MB-468 breast cancer; AID 2202374; 78,000 compounds, 8.5% hits
MOLT-4: MOLT-4 leukemia cells; 80,000 compounds, 6.9% hits
K-562: K-562 leukemia; 78,000 compounds, 7.4% hits; AID 1794777
MCF7: MCF7 breast cancer; AID 1794796; 82,000 compounds, 6.3% hits
SR: SR leukemia cells | 73,000 compounds, 8.7% hits | AID 1794780
* marks the source's active call; other numbers are inactive results; x = not tested or not shown; & = joins results of further samples; [ ] = remark or other dose. How the source made its calls: active means growth percent below 10; inactive means the rest. Not a hit list. Share with any hit: about 13%.

Screens in order: BT-549	T-47D	MDA-MB-231	MDA-MB-468	MOLT-4	K-562	MCF7	SR
COc1ccc(-c2nc(SC(C)C)nc(NCCc3c[nH]c4ccccc34)c2C#N)cc1
 : 63	6.3*	27	30	18	14	7.2*	2.6*
Cn1cc(-c2ncnc3ccc(-c4cnc(Cl)c(NS(C)(=O)=O)c4)cc23)c2ccccc21
 : 4.5*	-24*	28	-1.2*	7.7*	48	7.6*	16
O=C(CSc1ccccn1)C1=S=C2C=CC=CN2C1=O
 : 107	105	86	86	110	120	83	113
Cc1ccc(NC(=S)NC(=O)c2ccccc2)cc1
 : 104	90	108	88	105	104	90	96
Cc1cccc(NC(=O)c2ccccc2Cl)c1
 : 98	99	109	99	98	98	103	99
COc1cccc(-c2nn(C(C)(C)C)cc2-c2ccnc(NCCCNS(=O)(=O)c3ccc(Cl)cc3)c2)c1
 : 89&107	54&100	86&105	79&104	66&106	40&108	63&100	70
C#CC[C@@H]1C[C@]2(C)[C@H]3CC=C4[C@H]5[C@@H](C)[C@H](C)CC[C@]5(C(=O)NCCCCN)CC[C@@]4(C)[C@]3(C)CC[C@H]2C(C)(C)[C@H]1OC(C)=O
 : 94	x	40	81	15	-27*	12	-19*
Cc1cc2c([nH]1)CSc1cc(S(=O)(=O)c3ccccc3)c(=O)[nH]c1-2
 : -12*[100 µM]	4.9*[100 µM]	23[100 µM]	24[100 µM]	33[100 µM]	17[100 µM]	-0.7*[100 µM]	13[100 µM]
COC(=O)c1cc2n(n1)-c1ncc(Br)cc1Oc1ccccc1-2
 : 97	63	93	102	89	97	94	90
CN(C)CCC(C(=O)c1ccccc1)c1ccncc1 (stereo not drawn)
 : 104	98	100	108	102	101	102	94
CCN(CC)CCCNc1cccc2ccc(N)nc12
 : 93	104	89	109	119	123	98	106
Clc1ccc(SC/C=C/CSc2ccc(Cl)cc2)cc1
 : 89	x	98	94	88	102	101	99
C=CCNc1ncnc2sc(SC)nc12
 : 104	98	98	109	86	136	101	136
COc1ccc(C(=O)/C=C/c2cccc(Cl)c2)cc1S(N)(=O)=O
 : x	-54*	-4.1*	-54*	x	x	-67*	x
CSc1nc(-c2ccc(O)cc2O)c2c(=O)[nH]c(Nc3ccc(S(=O)(=O)Nc4nc(C)cc(C)n4)cc3)nc2n1
 : 87	91	100	x	104	99	113	63
COc1nc(NC=O)cc(=O)[nH]1
 : x	101	102	101	106	90	97	105
O=C1CC(c2ccc3c(c2)OCO3)Nc2cc3c(cc21)OCO3 (stereo not drawn)
 : 33	60	25	-11*	26	10	14	7.7*
Cc1cc(=O)n2nnc3c4ccccc4ccc3n12
 : 73	48	71	15	x	25	45	9.5*
COc1cc(SC)ccc1C(=O)N1CCCC(C)C1 (stereo not drawn)
 : 71	75	63	54	50	29	68	14
O=C1c2cc3c(cc2-c2c1c1ccc(F)cc1c(=O)n2CCCNCCO)OCO3
 : -20*	-18*	-70*	-71*	-25*	-56*	-66*	-26*
COc1ccc(OC)c(-c2nc3sc(-c4cn(C)c5ccccc45)nn3c2C=O)c1
 : 91	97	102	100	92	101	96	93
Cc1ccc(O)c(C(=O)c2ccccc2)c1
 : 99	109	91	103	112	122	105	113
O=S(=O)(NCCNc1nccc(-c2c(-c3ccc(O)cc3)nc3sccn23)n1)c1ccccc1
 : 56	65	58	62	72	55	57	57
O=C(Cn1nncc1CN1C(=O)CSC1=O)Nc1cccc2ccccc12
 : 97	103	105	106	106	108	91	117
O=Nc1ccc(NO)c2ccccc12
 : 88&83	66&97	74&89	74	74&108	57&111	65&92	44&106
CC(=O)OCC1O[C@@H](OC(C)=O)[C@@H](NC(=O)NS(=O)(=O)c2ccc(CCNC(=O)c3ccccc3)cc2)C(OC(C)=O)[C@@H]1OC(C)=O (stereo partly drawn)
 : 102	x	97	100	120	104	89	101
c1ccc2sc(-c3cnn4cccnc34)nc2c1
 : 99	69	83	42	103	99	23	81
COc1ccc(C2C(=O)NN=C2C)cc1 (stereo not drawn)
 : x	98	100	106	101	122	107	101
NC(=S)N/N=C/c1ccc(F)cc1
 : 99	94	94	109	96	102	100	109
O=C1OC(c2ccccc2)=N/C1=C\c1ccc2c(c1)OCO2
 : 107	106	103	103	105	122	103	117
CCC(CC)COC(=O)c1ccc(Cl)cc1
 : 112	102	109	94	93	91	102	100
COc1ccc(C(=O)C(CN(C)C)c2ccccc2)cc1 (stereo not drawn)
 : 13	9.9*	33	-58*	22	13	-1.3*	x
COCC(=O)c1nnnn1CC(=O)c1ccc(F)cc1F
 : 94	91	97	110	99	97	90	96
CCCCCCCCCCCCC#N
 : 98	94	95	96	103	111	91	99
N#CCC(=O)NNS(=O)(=O)c1ccc(Cl)cc1
 : 101	x	98	105	100	95	97	81
COc1cc(-c2csc(NC(=O)Nc3ccc(F)cc3F)n2)cc(OC)c1OC
 : 69	34	78	49	40	44	70	55
OCc1cnccc1Nc1ccccc1
 : 107	90	98	91	88	x	101	97
O=C1OC2C(I)C3C(C4CCCCC4)C1C23 (stereo not drawn)
 : 98	100	106	98	103	99	101	104
CC(C)c1ccc(NC(=O)NC2CCCCC2)cc1
 : 119	78	100	92	90	95	94	85
C=C(c1ccc(C(=O)NCCCn2ccnc2)cc1)c1cc2c(cc1C)C(C)(C)CCC2(C)C
 : 40	-17*	29	-5.4*	11	x	36	-27*
CCOC(=O)Nc1ncccn1
 : 97	94	110	87	99	99	101	100
N#CC(C#N)=c1[nH]c(=O)/c(=C/c2ccccc2)s1
 : 97	103	105	112	112	x	97	102
ClC1=C2C=CC=CC2C(Cl)(c2ccccc2)C2C1=C(Cl)c1ccccc1C2(Cl)c1ccccc1 (stereo not drawn)
 : 100	103	94	102	94	101	103	94
Cn1ccc2cc(NC(=O)Cn3cc(CN4CCCCCC4)nn3)ccc21
 : 103	111	108	103	103	97	96	115
CCn1cc(-c2ccnc(NCCNS(=O)(=O)c3cccc4ccccc34)c2)c(-c2cccc(O)c2)n1
 : 109	86	108	90	93	76	x	75
COc1ccc(-c2nc3sccn3c2-c2cc(-c3ccccc3)on2)cc1
 : 95	68	71	74	88	79	60	x
CC(=O)N1N=C(c2ccc(F)cc2)CC1c1c(C)nn(-c2ccccc2)c1N(C)Cc1ccccc1 (stereo not drawn)
 : 93	73	75	60	43	64	71	77
CC1CCCCC1(O)Cc1ccccc1 (stereo not drawn)
 : 102	94	98	96	90	103	96	100
O=C(Nn1cc(-c2ccc3ccccc3c2)sc1=Nc1ccccc1)c1cc2ccc1CCc1ccc(cc1)CC2
 : 92	89	104	106	89	86	84	88
COc1cc(C2CC(C3C(=O)N(C)C(=O)N(C)C3=O)=NN2c2ccc(Cl)cc2)cc(OC)c1OC (stereo not drawn)
 : 91	82	80	109	104	95	90	89
CCOP(=O)(OCC)c1nc(-c2ccccc2)oc1N1CCCCC1
 : 110	95	101	118	99	94	100	106
O=C(CSc1nc2ccccc2c(=O)n1-c1ccc(Cl)cc1)N/N=C/c1ccc(N2CCCCC2)cc1
 : 104	75	72	79	92	74	67	75
Cc1ccc([N+]2=NOC(=O)C2S(=O)(=O)Nc2nc(-c3c(Cl)cccc3Cl)cs2)cc1 (stereo not drawn)
 : 80	64	87	89	92	88	69	87
COc1ccc(-c2csc3c(=O)nc4c(C#N)n[nH]n4c23)cc1OC
 : 80	91	94	83	90	47	99	87
CCOC(=O)c1c2c(c(C)n1C)-c1nc(Nc3ccccc3)ncc1CC2
 : 43	39	66	54	73	48	25	x
CCN(CC)CCOC(=O)C(C1CCCCC1)C1(O)CCCCCC1 (stereo not drawn)
 : 96	87	91	96	x	81	90	97
Cc1ccc2c(N)c(C(=O)Nc3ccc(OC(F)(F)F)cc3)sc2n1
 : 87	27	x	16	63	9.7*	39	57
CC(=O)N(CC#CCN(C(C)=O)c1ccccc1)c1ccccc1
 : 126	96	108	107	102	97	93	107
Nc1nc2ncc(CNc3ccc(C(=O)N[C@@H](CCc4nn[nH]n4)C(=O)O)cc3)nc2c(=O)[nH]1
 : 107&89	96&103	100&110	99&94	96	91	94&94	96
Cc1ccc(NC(=O)Nc2ccccc2Cl)c(C)c1
 : 102	90	114	104	88	89	96	75

Another view of part of the listing above.
Compound,BT-549,T-47D,MDA-MB-231,MDA-MB-468,MOLT-4,K-562,MCF7,SR
Cc1ccc2c(N)c(C(=O)Nc3ccc(OC(F)(F)F)cc3)sc2n1,87,27,x,16,63,9.7*,39,57
CC(=O)N(CC#CCN(C(C)=O)c1ccccc1)c1ccccc1,126,96,108,107,102,97,93,107

Profiles, looked up by structure. Values in the order: BT-549 | T-47D | MDA-MB-231 | MDA-MB-468 | MOLT-4 | K-562 | MCF7 | SR
`COc1ccc(-c2csc3c(=O)nc4c(C#N)n[nH]n4c23)cc1OC` is listed as 80 | 91 | 94 | 83 | 90 | 47 | 99 | 87
`CCOP(=O)(OCC)c1nc(-c2ccccc2)oc1N1CCCCC1` is listed as 110 | 95 | 101 | 118 | 99 | 94 | 100 | 106
`O=C1OC2C(I)C3C(C4CCCCC4)C1C23` (stereo not drawn) is listed as 98 | 100 | 106 | 98 | 103 | 99 | 101 | 104
`CCn1cc(-c2ccnc(NCCNS(=O)(=O)c3cccc4ccccc34)c2)c(-c2cccc(O)c2)n1` is listed as 109 | 86 | 108 | 90 | 93 | 76 | x | 75
`Cc1ccc([N+]2=NOC(=O)C2S(=O)(=O)Nc2nc(-c3c(Cl)cccc3Cl)cs2)cc1` (stereo not drawn) is listed as 80 | 64 | 87 | 89 | 92 | 88 | 69 | 87

Further entries:
Screens in order: BT-549	T-47D	MDA-MB-231	MDA-MB-468	MOLT-4	K-562	MCF7	SR
CN(C)c1nc(NCCNS(=O)(=O)c2ccc(C3=Nc4c(N)nc(N)nc4NC(c4ccc(Cl)cc4)C3)cc2)nc(Nc2ccc(F)cc2)n1 (stereo not drawn)
 : 15	34	11	-36*	7.3*	12	2.4*	0.3*
CCOC(=O)c1c(C)nc2ccccc2c1/C=C/c1ccc(F)cc1
 : 74	23	76	-2.5*	43	50	23	56
O=C(OCc1ncc(-c2ccc(C(F)(F)F)cc2)c(NC2CCCCCC2)n1)c1ccc(C(F)(F)F)cc1
 : 73	43	83	19	70	48	56	74
Cc1cc2c(-c3ccc(NC(=O)[C@H](N)CC(C)(C)C)cc3C)ccnc2[nH]1
 : 81	84	95	81	71	24	81	49
Cc1occc1-c1nnc(SCC(=O)Nc2nccs2)n1N1C(=O)CSC1=S
 : 109	108	100	100	101	101	95	108
NNC(=O)c1cccc([N+](=O)[O-])c1
 : 102&97	88&92	97&102	98&115	102&91	84&98	96&102	91&91
Nc1nc2c(c3ncncc13)C(c1cccc(C(F)(F)F)c1)Cc1ncncc1-2 (stereo not drawn)
 : 30	38	45	-10*	29	17	19	x
Cn1c(=O)[nH]c(=O)c2nc(CCC(=O)NCCC(=O)O)c(=O)[nH]c21
 : 105	99	110	102	106	104	103	113
CCO/C=C1\SC(=S)N(c2cccc(O)c2)C1=O
 : 94	87	102	88	97	90	84	85
CCCCNNC(=O)c1ccc(-c2cccc(F)c2F)cc1
 : 59	3.2*	51	-4.3*	28	22	16	25
S=C1CC(=S)c2cc(Cl)ccc2N1
 : 101	91	104	86	80	85	87	77
CCCCC(CC)C(C(C)=O)N(C)C (stereo not drawn)
 : 102	103	95	101	95	107	94	97
COc1ccc(C2=NN(c3ccc(S(N)(=O)=O)cc3)C(c3cn(-c4ccccc4)nc3-c3ccccc3)C2)cc1 (stereo not drawn)
 : x	74	x	99	46	48	64	69
N#Cc1c(-c2ccccc2Br)cc(-c2ccncc2)[nH]c1=O
 : 102	91	95	101	93	95	99	90
C=CCc1cc(Cl)ccc1O
 : 96	94	99	98	110	119	97	92
CCN1C(=O)N(CC)C2C1NN=c1s/c(=C\C(=O)O)c(=O)n12 (stereo not drawn)
 : 92	101	97	97	106	105	101	110
Cc1[nH]cc([N+](=O)[O-])[n+]1CCO
 : 103	104	103	102	102	93	95	105

Limited to MOLT-4 and BT-549, for some of the entries so far:
mol	MOLT-4	BT-549
CCN1C(=O)N(CC)C2C1NN=c1s/c(=C\C(=O)O)c(=O)n12 (stereo not drawn)	106	92
COc1ccc(C2=NN(c3ccc(S(N)(=O)=O)cc3)C(c3cn(-c4ccccc4)nc3-c3ccccc3)C2)cc1 (stereo not drawn)	46	x

Six compounds picked at random from the list so far, as already listed:
Screens in order: BT-549	T-47D	MDA-MB-231	MDA-MB-468	MOLT-4	K-562	MCF7	SR
N#Cc1c(-c2ccccc2Br)cc(-c2ccncc2)[nH]c1=O
 : 102	91	95	101	93	95	99	90
Cc1[nH]cc([N+](=O)[O-])[n+]1CCO
 : 103	104	103	102	102	93	95	105
CCO/C=C1\SC(=S)N(c2cccc(O)c2)C1=O
 : 94	87	102	88	97	90	84	85
Cn1c(=O)[nH]c(=O)c2nc(CCC(=O)NCCC(=O)O)c(=O)[nH]c21
 : 105	99	110	102	106	104	103	113
Cc1cc2c(-c3ccc(NC(=O)[C@H](N)CC(C)(C)C)cc3C)ccnc2[nH]1
 : 81	84	95	81	71	24	81	49
COc1ccc(C2=NN(c3ccc(S(N)(=O)=O)cc3)C(c3cn(-c4ccccc4)nc3-c3ccccc3)C2)cc1 (stereo not drawn)
 : x	74	x	99	46	48	64	69

High-throughput results deposited in PubChem BioAssay by NCI.
